rTrxR1 inhibitor – rat TrxR1 inhibition. actives 1% (n = 390,000). AID 588453. Potency, µM (highest dose often 114 µM), inactives show top-dose activity change, negative = inhibition, usual class: inhibitors. recombinant rTrxR1, NADPH fluorescence consumption, selenite substrate. O89049; note: potency is the fitted concentration of half-maximal effect; % is set by controls: 0 for no effect and ±100 for the full control effect; nearly all actives have a fitted effect of over 65% in size
Target sequence (O89049 whole entry, looked up): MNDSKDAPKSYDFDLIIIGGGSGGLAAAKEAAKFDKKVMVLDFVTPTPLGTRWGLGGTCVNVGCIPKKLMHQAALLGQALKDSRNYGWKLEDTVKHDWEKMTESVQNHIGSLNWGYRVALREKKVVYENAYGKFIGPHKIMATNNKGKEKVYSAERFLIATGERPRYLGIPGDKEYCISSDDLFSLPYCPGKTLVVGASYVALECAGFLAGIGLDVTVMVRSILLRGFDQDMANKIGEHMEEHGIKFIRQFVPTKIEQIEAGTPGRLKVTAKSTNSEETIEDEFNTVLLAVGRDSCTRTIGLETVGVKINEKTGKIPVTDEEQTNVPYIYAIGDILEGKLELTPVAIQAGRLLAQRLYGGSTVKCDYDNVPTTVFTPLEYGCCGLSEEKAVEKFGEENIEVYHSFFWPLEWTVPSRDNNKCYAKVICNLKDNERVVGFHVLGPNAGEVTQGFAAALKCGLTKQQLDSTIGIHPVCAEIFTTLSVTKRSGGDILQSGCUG
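Rat TrxR1 (90 nM in the dispensed reagent) was pre-reduced with 400 uM NADPH for 5 min at room temperature, then incubated with compound for 15 min. After 400 uM selenite was added, NADPH fluorescence (Ex 340/Em 450 nm) was followed for 8 min.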
GRP78 ERSR act – ER stress response induction in glioma; U87-MG GRP78 promoter luciferase reporter, 16 h; Potency, µM, inactives show at the highest dose activation, actives largely listed as activators; actives 0.02% (n = 420,000); AID 602332; note: potency is the fitted concentration of half-maximal effect; series mostly up to about 76 µM; % of control where 0% means no effect; nearly all actives have a fitted effect of over 35% in size
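Stably transfected U87-MG glioma cells carrying a GRP78-based luciferase sensor; 16 h compound incubation. Luminescence end-point read 10 min after Bright-Glo addition at room temperature.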
Vif-APOBEC3F blk – blocks the Vif interaction with APOBEC3F; HeLa A3F-eYFP + Vif (tagged APOBEC3F with the HIV-1 protein that degrades it), YFP fluorescence increase; Potency, µM (series often up to 46.1 µM), for inactives: at the top dose activity, negative = active; actives 0.2% (n = 390,000); AID 602313; note: potency is the fitted concentration of half-maximal effect; % of control where 0% means no effect; nearly all actives have a fitted effect of over 65% in size
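HeLa cells stably expressing Vif plus C-terminally eYFP-tagged A3F were seeded, incubated overnight at 37 deg C, dosed with compound, incubated overnight again at 37 deg C. Yellow fluorescence (Ex 488/Em 500-530) reported blocked Vif-mediated A3F-eYFP degradation.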
LDHA block – inhibitors of human lactate dehydrogenase A; P00338; purified LDHA, NADH/diaphorase-resazurin fluorescence; stronger effect = lower value; activity change, % (values are at about 110 or 230 µM); actives 0.15% (n = 480,000); AID 1347041; in the data active = activity change below about -30%; inconclusive = mostly about -25% to -30%;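 note: plate controls were DMSO wells for no effect and wells without enzyme for full effect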
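Human LDH5 at 2 nM final in Tris HCl pH 7.4 with 0.06 mM NADH and 0.2 mM pyruvate, reacted 5 minutes at room temperature. Remaining NADH coupled via diaphorase/resazurin; resorufin fluorescence read at 0 and 20 minutes, normalized to enzyme-free and DMSO wells.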
mIDH1 inhibitor – inhibitors of human mutant IDH1 R132H; IDH1-R132H enzyme, NADPH consumption, diaphorase/resazurin fluorescence; O75874; actives 0.093% (n = 390,000); Potency, µM (doses to about 76.6 µM), for the others: top-dose activity change, negative = inhibition, hits mostly inhibitors; note: potency is the fitted concentration of half-maximal effect; % is set by controls: 0 for no effect and ±100 for the full control effect; nearly all actives have a fitted effect of over 65% in size
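IDH1-R132H (0.5 ug/mL dispensed) in pH 7.5 Tris buffer was preincubated 30 min with compound, then given a substrate mix of 0.016 mM NADPH and 2 mM alpha-KG for 80 min at room temperature; remaining NADPH was read by diaphorase/resazurin fluorescence.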
USP1 inh – inhibitors of human USP1/UAF1 deubiquitinase | Potency, µM (titrated, usually from 57.1 µM), for inactives: at the top dose activity change, negative = inhibition, most hits filed as inhibitors | O94782 | recombinant USP1/UAF1, Ub-Rhodamine cleavage fluorescence | actives 0.23% (n = 390,000); note: potency is the fitted concentration of half-maximal effect; % is set by controls: 0 for no effect and ±100 for the full control effect; nearly all actives have a fitted effect of over 60% in size; inactives centre near -12
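High-throughput fluorogenic screen: 1nM USP1/UAF1 complex, Ub-Rho substrate 150nM final, 50mM HEPES pH 7.8 with 0.5mM EDTA, 0.1 mg/ml BSA, 1mM TCEP and 0.01% Tween-20.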
RGS4 inh – human RGS4 inhibition | P49798 | Potency, µM (titrated, usually from 114 µM), for inactives: at the top dose activity change, negative = inhibition, usual class: inhibitors | actives 0.039% (n = 390,000) | Transcreener GDP fluorescence polarization, RGS4-accelerated GTP hydrolysis; note: potency is the fitted concentration of half-maximal effect; % is set by controls: 0 for no effect and ±100 for the full control effect; nearly all actives have a fitted effect of over 75% in size; some results filed as inactive show a strong effect at the top dose
Target sequence (P49798 whole entry, looked up): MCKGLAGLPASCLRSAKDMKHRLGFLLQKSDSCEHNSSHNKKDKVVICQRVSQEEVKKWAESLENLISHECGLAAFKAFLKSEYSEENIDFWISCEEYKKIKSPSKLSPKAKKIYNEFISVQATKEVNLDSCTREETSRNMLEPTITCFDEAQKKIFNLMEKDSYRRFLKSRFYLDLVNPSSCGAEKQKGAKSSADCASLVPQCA
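MLSMR compounds (23 nl, pin-transferred) preincubated 10 min at room temperature with a 500nM (2x) first reagent, then RGS4 at 900nM (2x) plus Transcreener GDP mix added; fluorescence polarization (620/688 nm) read before and after 90 min at 30 °C.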
Vif-A3G inh – inhibitors of Vif-APOBEC3G interaction | AID 602310 | Potency, µM (top dose mostly 46.1 µM), for inactives: at the highest dose activity, negative = active, most hits filed as inhibitors | Q9HC16 | HeLa A3G-eYFP + Vif (tagged APOBEC3G with the HIV-1 protein that degrades it), YFP fluorescence, overnight | actives 0.076% (n = 410,000);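 note: potency is the fitted concentration of half-maximal effect; % is set by controls: 0 for no effect and ±100 for the full control effect; nearly all actives have a fitted effect of over 60% in size; hits raise eYFP signal because A3G escapes Vif-driven loss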
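Read-out is eYFP fluorescence (Ex 488/Em 500-530) from Vif-expressing HeLa A3G-eYFP cells; more signal means A3G escaped Vif-mediated degradation. Cells plated overnight, compound pinned in, incubated overnight at 37 deg C.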
TrxR1 substrate – substrates of rat thioredoxin reductase 1; purified TrxR1 substrate turnover, NADPH consumption readout; Potency, µM (titrated, usually from 114 µM), for the others: at the highest dose activity change, negative = substrate turnover; AID 588456; O89049; actives 0.01% (n = 390,000); note: potency is the fitted concentration of half-maximal effect; % is set by controls: 0 for no effect and ±100 for the full control effect; nearly all actives have a fitted effect of over 50% in size
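Rat TrxR1, dispensed at 90 nM, was prereduced with 400 uM NADPH (final) for 5 min at ~22 deg C, then incubated with compound 15 min before 400 uM selenite. A first-read NADPH fluorescence drop versus no-compound background flagged substrates.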
Starred values were filed as active, the others as inactive; ? = inconclusive; . = not tested or not shown; & = joins results of further samples; [ ] = remark or other dose. Unless noted, calls come from the whole dose curve; as a rule, active = well fitted curve in the direction sought with a large enough effect; inconclusive = small, poorly fitted or top-dose-only effect, or another doubt; inactive = no such curve, though single readings can be large; an effect the other way counts as inactive or inconclusive. Only part of the results is shown. The share of hits here may be higher or lower than overall.

SMILES	rTrxR1 inhibitor	GRP78 ERSR act	Vif-APOBEC3F blk	LDHA block	mIDH1 inhibitor	USP1 inh	RGS4 inh	Vif-A3G inh	TrxR1 substrate
COc1ccc(C(=O)COc2ccc(C(C)=O)cc2OC)cc1OC	-15%	-5%	9%	0	1%	5%	2%	0%	-4%
CC(C(=O)N1CC2(C)CC1CC(C)(C)C2)N1C(=O)c2ccccc2C1=O (stereo not drawn)	-3%	1%	-13%	-5	0%	-8%	6%	0%	-7%
O=C(OCCN=C1NS(=O)(=O)c2ccccc21)c1cccs1	13%[57.1 µM]	-6%	5%	-4	11%	-14%	-9%	2%	6%[57.1 µM]
Cc1ccc(NC(=O)C2CCN(S(=O)(=O)c3c(C)n[nH]c3C)CC2)nc1	7%[57.1 µM]	-2%	4%	-6	-4%	-2%	7%	-4%	6%[57.1 µM]
O=C(Cn1ncc2c1-c1ccccc1OC2)N(Cc1ccco1)C1CCCCC1	-3%[57.1 µM]	-1%	12%	-4	-4%	-26%	-18%	4%	11%
O=c1c2ccccc2nc(/C=C/c2cccc([N+](=O)[O-])c2)n1CCO	1%	0%	-9%	-6	-7%	-5%	3%	-12%	-10%
CN(C)S(=O)(=O)c1cccc(COC(=O)CN2C(=O)NC3(CCCC3)C2=O)c1	36%[activator]	0%	-7%	-14	-2%	-7%	-4%	-2%	3%
Brc1ccccc1OCCCN1CCCCCC1	10%[57.1 µM]	2%	-10%	-16	7%	-6%	-11%	0%	-8%[57.1 µM]
Cc1ccc(NC(=O)CSc2nc3nccnc3c(=O)n2CCc2c[nH]c3ccccc23)cc1	0%	1%	-5%	-1	-13%	3%	14%	-6%	-5%
O=C(c1cc2nc(-c3ccccc3)cc(C(F)(F)F)n2n1)N1CCOCC1	10%	-2%	4%	4	7%	-1%	8%	1%	3%
CCc1nnc(NC(=O)C(c2ccccc2)c2ccccc2)s1	9%	-2%	-2%	-7	-2%	-3%	22%	-3%	-3%
CCC(=O)N1CCc2cc(S(=O)(=O)CCC(=O)NCc3ccc(OC)cc3)ccc21	25%&13%	-2%&0%	0%&-1%	-10&-3	-3%&-6%	-9%&-1%	10%&36%	0%&2%	9%&-4%
COc1ccccc1C(CNC(=O)CCNS(=O)(=O)c1ccc(Br)cc1)N1CCCC1 (stereo not drawn)	22%[57.1 µM]	-4%	1%	-5	5%	-8%	-1%	1%	11%[57.1 µM]
O=C(Nc1ccc(C(F)(F)F)cc1)c1ccccc1	12%	4%	3%	-1	8%	-28%	-8%	3%	6%
CCCCn1c(SCC(=O)N2CCCCC2C)nc2cc(S(N)(=O)=O)ccc21 (stereo not drawn)	22%[57.1 µM]	-3%	0%	-4	11%	-11%	?	-1%	9%[57.1 µM]
CCc1ccc(Cn2nnc(C(=O)Nc3ccc(OC)cc3OC)c2N)cc1	38%	-1%	1%	-2	-1%	1%	-19%	3%	60%[activator][57.1 µM]
COc1cc(/C=N/NC(=O)COc2ccccc2[N+](=O)[O-])ccc1OC(=O)c1ccco1	19%[57.1 µM]	3%	12%	0	5%	-15%	?	-3%	-12%[57.1 µM]
O=C1NC(Cc2ccc(O)cc2)c2nc3cc(F)ccc3c(=O)n2-c2cc3ccccc3cc21 (stereo not drawn)	.	-5%	-6%	1	-9%	1%	.	-19%	.
CN(C(=O)COC(=O)c1ccc(C#N)cc1)c1ccccc1	14%	-2%	12%	-1	10%	-10%	-15%	2%	6%
Cc1cc(C)c2c(c1)C1C=CCC1C(c1ccc(S(=O)(=O)N3CCOCC3)cc1)N2 (stereo not drawn)	13%	-4%	-2%	-5	3%	-1%	-23%	-2%	-3%
O=C(O)C1CCCCC1C(=O)NCc1ccc(F)cc1 (stereo not drawn)	11%	-4%	0%	-9	9%	-2%	4%	1%	3%
Cc1cccc(N2CCN(c3nc4ccccc4c4nc(-c5cccnc5)nn34)CC2)c1C	-22%	-1%	0%	0	10%	-16%	13%	-1%	-11%
O=C(O)c1cc2ccccc2c(N=Nc2cccnc2)c1O	-6%[57.1 µM]	3%	12%	-1	-3%	-8%	-7%	1%	-10%[57.1 µM]
Cc1ccc(NC(=S)N2CCSC2c2cccs2)cc1 (stereo not drawn)	4%[57.1 µM]	5%	12%	-5	2%	-26%	-10%	-3%	0%[57.1 µM]
Clc1cccc(Cl)c1COc1ccccc1CNn1cnnc1	-2%	-3%	5%	1&-9	2%	-11%	-2%	-28%	-3%
COc1cc(/C=N/n2c(C)nc3ccccc3c2=O)cc(OC)c1O	-8%	-6%	-5%	1	1%	-22%	-8%	1%	-7%
CCO[C@H]1OC(C(=O)N2CCN(Cc3ccc4c(c3)OCO4)CC2)=C[C@@H](C2CC2)[C@@H]1CCCO	29%	-2%	-2%	-7	-9%	-6%	-6%	-2%	5%
CC(=O)c1ccc(-c2ccc(C(=O)Nc3nc(-c4ccccn4)cs3)o2)cc1	?	18%	?	0	13%	?	-25%	?	37%[activator]
CCOC(=O)C1Cc2ccccc2C(=O)O1 (stereo not drawn)	38%[activator]	-3%	-7%	2	5%	-5%	-3%	0%	4%
CCN(CC)CCCNC(=O)C1CCN(c2ncnc3c2sc2cccc(F)c23)CC1	20%[57.1 µM]	-3%	2%	2	7%	-23%	-24%[56.9 µM]	2%	5%[57.1 µM]
CCCc1nn(C)c2c(=O)[nH]c(-c3cc(S(=O)(=O)Nc4ccc(NC(C)=O)cc4)ccc3OCC)nc12	4%	0%	-3%	-3	-2%	5%	21%	-19%	-6%
Cc1cc(C)nc(S/C=C/C(=O)c2ccccc2F)n1	2µM*	11%	14%	-2	6%	-6%	?	0%	11%[57.1 µM]
COc1ccc(N2CCN(C(=O)CSc3nnc4c5cc(C)ccc5n(C)c4n3)CC2)cc1	5%	-5%	-2%	-1	2%	19%	-17%	-6%	8%
Cc1ccc(NC(=O)[C@@H]2CCCN2C(=O)c2cccs2)cc1S(=O)(=O)N1CCCCC1	13%	-3%	-2%	-7	-15%	-16%	-7%	-8%	-1%
CCC(C)NS(=O)(=O)c1ccc(OCC(=O)Nc2ccc3c(c2)OCCO3)cc1 (stereo not drawn)	17%	-2%	-2%	-5	0%	10%	-2%	-2%	0%
CCc1cc(C(=O)c2ccc(OC)cc2)c(NC(=O)CN2CCN(C)CC2)s1	13%	-3%	?	-10	0%	-8%	35%	-3%	-3%
Cc1ccccc1CC(=O)NC1CCCc2ccccc21 (stereo not drawn)	6%[57.1 µM]	-2%	-6%	-6	23%	-23%	-13%	-1%	-1%[57.1 µM]
O=C(O)Cc1ccc(NC2(c3ccccc3)C(=O)c3ccccc3C2=O)cc1	10%	-3%	8%	5	-3%	-20%	-11%	-3%	4%
C=CCN(C(=O)CNS(=O)(=O)c1ccccc1)C(C(=O)NCCOC)c1cccnc1 (stereo not drawn)	22%[57.1 µM]	9%	-1%	-1	9%	-11%	16%	0%	-16%[57.1 µM]
CCN(CC(=O)NCc1ccc(Cl)cc1)C(=O)CSCC(=O)Nc1ccc(OC)cc1	8%	3%	5%	-2	2%	?	4%	-1%	3%
CC1(C)CC(NC(=O)C2CCN(S(=O)(=O)c3ccccc3C(F)(F)F)CC2)CC(C)(C)N1	-7%	-3%	6%	-8	7%	-18%	-44%	1%	-8%
Cc1cccc(NC(=O)CSc2nnc(C)c(C)n2)c1	31%[57.1 µM]	1%	9%	-2	1%	-17%	-2%	0%	11%[57.1 µM]
CSCCC(NS(=O)(=O)c1ccc2c(c1)oc(=O)n2C)C(=O)NCc1ccc(F)cc1 (stereo not drawn)	13%	-2%	0%	2	-11%	?	5%	2%	-5%
CCOC(=O)C1=C(C)NC(C)=C(C(=O)OCC)C1C(=O)OCC(=O)N1CCOCC1	-2%[57.1 µM]	-4%	1%	-8	8%	-4%	38%	-1%	10%[57.1 µM]
CCC1CN(C(=O)N2CCC(C(=O)NCc3ccc(OC)cc3OC)CC2)c2cc(C)ccc2O1 (stereo not drawn)	19%	-4%	2%	7&9	-14%	4%	?	-7%	-6%
Cc1csc2ncc(C(=O)NCc3ccccc3Cl)c(=O)n12	-13%	-1%	3%	-11	-3%	-12%	-2%	-4%	72%[activator]
CCCOc1ccc(NC(=O)CC2C(=O)N(c3ccccc3)C(=O)N2Cc2ccco2)cc1 (stereo not drawn)	17%	-1%	3%	3	14%	-17%	-23%	-2%	-1%
CCc1ccc(C(=O)c2cn(CC(=O)Nc3ccc4c(c3)OCO4)c3ccc(F)cc3c2=O)cc1	-11%	-2%	4%	-3	25%	-8%	7%	2%	-14%
COc1ccc(C)cc1Nc1ncnc2c1nnn2Cc1ccccc1Cl	.	-3%	0%	-18	-1%	-30%	.	-5%	.
Cc1nn(-c2ccccc2)c(C)c1CCC(=O)O	7%	12%	-5%	-7	13%	-4%	-6%	2%	2%

Screening results as filed in PubChem BioAssay.
